Screening data deposited in PubChem by National Center for Advancing Translational Sciences (NCATS).
Tau FP inhib – blocks human tau fibril formation measured by polarization. P10636. K18 P301L tau heparin fibrillization, Alexa594 FP, 6 h. Potency, µM (titrated, usually from 57.7 µM), inactives show top-dose activity, negative = inhibition, usual class: inhibitors. 280,000 tested, 0.39% active; note: % is set by controls: 0 for no effect and ±100 for the full control effect; nearly all actives have a fitted effect of over 55% in size
Target sequence (P10636 561-689 P618L limits assumed): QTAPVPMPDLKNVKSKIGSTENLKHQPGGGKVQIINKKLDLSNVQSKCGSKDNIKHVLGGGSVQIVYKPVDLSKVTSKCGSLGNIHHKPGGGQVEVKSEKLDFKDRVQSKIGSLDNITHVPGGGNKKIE
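Quantitative HTS format: compounds meet 15 uM recombinant K18 P301L tau and Alexa 594-tau tracer in 100 mM sodium acetate pH 7; 20 uM heparin triggers fibrillization at 37 C over 6 hr; FP gives the signal.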
HTT ATP protect – protects HTT-Q103 PC12 cells, measured by ATP; PC12 HTT-Q103 induced, cytoprotection, ATP luminescence, 40 h; Potency, µM (top dose mostly 56.4 µM), without a hit: cytoprotection (ATP increase), actives largely listed as activators; 230,000 tested, 0.14% active;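 note: % of control where 0% means no effect; nearly all actives have a fitted effect of over 45% in size; toxic huntingtin expression switched on by the ecdysone agonist tebufenozide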
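Rat PC12, Q103 Htt exon1-GFP fusion, ecdysone promoter; tebufenozide inducer 100 nM final; compound titration; qHTS, 1500 cells/well; ATPlite luminescent read.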
TRb-SRC2 inh – TRbeta-SRC2 interaction inhibition; TRbeta-SRC2 peptide binding, fluorescence polarization; receptor liganded with 1 µM T3; 280,000 tested, 0.065% active; Potency, µM (doses to about 106 µM), inactives show at the highest dose activity change, negative = inhibition, most hits filed as inhibitors;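 note: plate controls were bound peptide for no effect and peptide without receptor for full effect; nearly all actives have a fitted effect of over 50% in size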
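Fluorescence polarization of 20 nM Texas Red SRC2 peptide with 0.6 uM human TRb ligand-binding domain, in Tris buffer with 1uM T3 and 5% DMSO. Incubated 5 hr ambient; normalized to unbound and bound controls.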
TR SRC2 fluor cs – alters Texas Red total fluorescence, flagging assay interference. TRb/SRC2 Texas Red total fluorescence interference. Potency, µM (series often up to 106 µM), for the others: top-dose fluorescence change, negative = quenching. AID 1479. 280,000 tested, 0.29% active; active = well fitted curve in either direction with a large enough effect; inconclusive = small, poorly fitted or top-dose-only effect; note: % is set by controls: 0 for no effect and ±100 for the full control effect
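Human TRb ligand-binding domain at 0.6 uM with 20 nM Texas Red SRC2 peptide in Tris buffer containing 1 uM T3 and 5% DMSO, incubated with compound 5 h at ambient temperature. Total fluorescence (555/632 nm) calculated as parallel + 2 × perpendicular.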
RECQ1 inh – blocks DNA unwinding by human RECQ1 | P46063 | RECQ1 DNA unwinding, red fluorescence kinetic read | Potency, µM (highest dose often 57.3 µM), inactives show at the top dose activity, negative = inhibition, hits mostly inhibitors | 240,000 tested, 0.54% active;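 note: plate controls were vehicle for no effect and no enzyme for full effect; nearly all actives have a fitted effect of over 30% in size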
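50 nM RECQ1T1 preincubated 15 min with compound in Tris pH 8.0 buffer with MgCl2, DTT, Tween-20 and 2.5 ug/ml poly(dI-dC); started with 200 nM TAMRA/BHQ-2 forked duplex and 2 mM ATP. Unwinding read as fluorescence (525/598 nm), two reads 2 h apart.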
L3MBTL1 block – blocks human L3MBTL1 | AlphaScreen L3MBTL1–H3K9me1 peptide binding | Potency, µM (doses to about 57.1 µM), for inactives: top-dose activity, negative = inhibition, actives largely listed as inhibitors | 230,000 tested, 0.66% active | Q9Y468; note: % is set by controls: 0 for no effect and ±100 for the full control effect; nearly all actives have a fitted effect of over 60% in size
Target sequence (Q9Y468 whole entry, looked up): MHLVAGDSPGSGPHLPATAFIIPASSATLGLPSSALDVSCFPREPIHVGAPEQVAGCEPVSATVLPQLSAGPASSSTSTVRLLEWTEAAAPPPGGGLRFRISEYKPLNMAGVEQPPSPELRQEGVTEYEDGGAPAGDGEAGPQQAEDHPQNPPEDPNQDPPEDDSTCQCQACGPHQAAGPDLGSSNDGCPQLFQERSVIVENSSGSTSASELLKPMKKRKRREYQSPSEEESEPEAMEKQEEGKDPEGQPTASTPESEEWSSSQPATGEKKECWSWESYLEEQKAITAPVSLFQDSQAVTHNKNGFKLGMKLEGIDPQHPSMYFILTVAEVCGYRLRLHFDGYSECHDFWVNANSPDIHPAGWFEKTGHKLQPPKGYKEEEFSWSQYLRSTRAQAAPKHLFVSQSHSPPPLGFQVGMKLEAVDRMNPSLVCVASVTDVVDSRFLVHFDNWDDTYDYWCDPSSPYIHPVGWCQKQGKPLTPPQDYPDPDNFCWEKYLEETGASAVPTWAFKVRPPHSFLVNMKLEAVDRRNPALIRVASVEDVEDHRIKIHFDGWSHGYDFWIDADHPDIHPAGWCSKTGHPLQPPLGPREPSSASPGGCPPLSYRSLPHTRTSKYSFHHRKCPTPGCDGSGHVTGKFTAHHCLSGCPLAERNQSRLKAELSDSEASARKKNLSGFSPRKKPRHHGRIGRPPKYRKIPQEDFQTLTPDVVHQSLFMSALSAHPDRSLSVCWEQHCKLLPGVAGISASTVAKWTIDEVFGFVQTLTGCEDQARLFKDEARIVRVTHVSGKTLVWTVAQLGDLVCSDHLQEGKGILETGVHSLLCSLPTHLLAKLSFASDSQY
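L3MBTL1 50 nM + b-AHA-H3(1-15)K9me1 75 nM, 30 min RT; compound added, 30 min RT; streptavidin donor/Ni-chelate acceptor beads 10 ug/mL each final, 30 min RT dark; AlphaScreen read.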
Tau ThT inhib – blocks human tau fibril formation measured by thioflavin T; 270,000 tested, 2.1% active; Potency, µM (highest dose often 57.4 µM), for inactives: at the highest dose activity, negative = inhibition, usual class: inhibitors; recombinant tau K18 P301L, heparin-induced fibrillization, ThT fluorescence; P10636; note: % is set by controls: 0 for no effect and ±100 for the full control effect; nearly all actives have a fitted effect of over 55% in size
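Heparin-induced (20 uM) aggregation of recombinant human K18 P301L tau, 15 uM unlabeled with 0.24 uM labeled, pH 7 acetate buffer, 6 hr at 37 C with compound. Fibrils quantified by 30 uM ThT fluorescence after 1 hr ambient incubation.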
Tau fluor cs – counter-screen for tau fibril formation inhibitors. tau K18 P301L (four-repeat tau fragment) Alexa594 fluorescence, heparin fibrillization. Potency, µM (doses to about 57.7 µM), without a hit: top-dose activity change, negative = decrease. 280,000 tested, 0.93% active. AID 1463; note: % is set by controls: 0 for no effect and ±100 for the full control effect; nearly all actives have a fitted effect of over 55% in size
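Human K18 P301L tau (15 uM unlabeled plus 0.24 uM Alexa 594-labeled, final) in 100 mM sodium acetate pH 7 was mixed with compound and 20 uM heparin and incubated 6 hr at 37 C.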
* hit, by the source's call; i = inactive; ? = inconclusive; / = not tested or not shown; & = joins results of further samples; [ ] = remark or other dose. Unless noted, calls come from the whole dose curve; as a rule, active = well fitted curve in the direction sought with a large enough effect; inconclusive = small, poorly fitted or top-dose-only effect, or another doubt; inactive = no such curve, though single readings can be large; an effect the other way counts as inactive or inconclusive. Potency is the fitted concentration of half-maximal effect.

Fields – Tau FP inhib, TR SRC2 fluor cs, HTT ATP protect, RECQ1 inh, TRb-SRC2 inh, Tau ThT inhib, L3MBTL1 block, Tau fluor cs
1	COC(=O)c1ccccc1NC(=O)CSc1nccc(C)n1
    -3%, 1%, 23%[10 µM], 0%, -2%, 1%, 4%, 4%
2	Cc1nn2c(N3CCN(C(=O)c4ccco4)CC3)cc(C(C)(C)C)nc2c1-c1ccccc1
    -2%, -2%, 14%, -9%, -9%, -10%, 3%, -1%
3	Cc1ccc(C)c2sc(N3CCN(C(=O)C(C)(C)C)CC3)nc12
    -1%, -2%, /, /, 3%, ?, /, -6%
4	O=c1c(S(=O)(=O)c2cccc(Cl)c2)cn(Cc2ccccc2)c2cc(N3CCOCC3)c(F)cc12
    0%, 0%, /, /, 2%, 0%, /, -8%
5	Cc1cccc(Nc2nc(N)c([N+](=O)[O-])c(N3CCN(C)CC3)n2)c1
    0%, -3%, 6%[10 µM], -5%, -24%, ?, -8%, -4%
6	Cc1onc(-c2c(F)cccc2Cl)c1C(=O)OCn1nnc2ccccc2c1=O
    -7%, -1%, -1%[10 µM], -3%, -6%, -7%, -7%, -27%
7	COC(=O)c1ccc(C(NC(=O)OCc2ccccc2)/C(=C/[C@@H](C)C(=O)Nc2ccccc2)c2cccnc2)cc1 (some centres not stated)
    8%, -3%, -5%, -9%, 2%, -10%, /, -17%
8	Cc1ccc(N2C(=O)C3NN=C(C(=O)OCc4ccccc4)C3C2=O)c(C)c1 (configuration not stated)
    -7%, 0%, 17%[10 µM], -1%, -7%, 6%, 5%, -3%
9	CCCOc1c(Cl)cc(C(=O)NC)cc1OC
    1%, 2%, -37%[inhibitor], 2%, -2%, -6%, -4%, 0%
10	Cc1ccc(-n2nc3ccc(NC(=S)NC(=O)/C=C/c4ccco4)cc3n2)cc1
    10%, -2%, /, 10%, 0%, ?, 0%, -18%
11	COc1ccc(-n2c(-c3ccc(Cl)cc3)c[n+]3c2CCCCC3)cc1
    4%, -1%, -21%[10 µM], i, -2%, -4%, 1%, -3%
12	Cc1nnc(NC(=O)CSc2nnc(Cc3cccn3C)n2C)s1
    -10%, 0%, -6%, 2%, 5%, -9%, 23%, -3%
13	CCn1c(SCc2cc(=O)[nH]c3ccccc23)nnc1C1CC1
    -4%, -2%, 33%[10 µM], -13%, -2%, -11%, 6%, -11%
14	NC(=O)c1ccccc1NC(=O)CCc1ccccc1
    -1%, 1%, -9%, -10%, -9%, -7%, 3%, 4%
15	CC(=O)Oc1ccc(C2(C)CC(C)(C)NC(=S)N2C)c(OC(C)=O)c1 (configuration not stated)
    -4%, 0%, 6%, -6%, 12%, -9%, /, -5%
16	O=C(N/C=C/n1cnc2cc(C(F)(F)F)ccc21)c1ccccc1
    -1%, -6%, 7%, -2%, 6%, 4%, 0%, -4%
17	C=CCNC(=O)c1ccc(CNS(=O)(=O)c2ccc(NC(C)=O)cc2)cc1
    2%, -3%, 13%, i, -19%, -6%, /, -2%
18	O=C(Cc1ccc(F)cc1)Nc1cccc(-c2nc3cccnc3s2)c1
    -9%, -2%, /, /, 3%, ?, /, -17%
19	Cc1ccccc1-c1noc(-c2ccccc2C(=O)NCc2ccco2)n1
    -19%, 1%, 0%[10 µM], 5%, -11%, -7%, -11%, -2%
20	CCOc1c2ccc(C(=O)NCc3ccco3)cc2nn1CCOC
    4%, -1%, -11%, -13%, -9%, -10%, -8%, 0%
21	Cc1ccc(S(=O)(=O)N2CCOCC2)c2nsnc12
    11%, 1%, -1%, i, -3%, 3%, /, 3%
22	CS(=O)(=O)c1ccc(C(=O)Nc2cc(S(C)(=O)=O)ccc2Cl)cc1
    1%, 3%, 9%[10 µM], -14%, 3%, 0%, 3%, 0%
23	Cc1cc(S(=O)(=O)Nc2ccc(O)c(Sc3nc4ccccc4s3)c2)ccc1Cl
    ?, -2%, /, /, 0%, ?, /, 10µM*[quencher]
24	Cc1cc(C)cc(-n2c(SCC(=O)NC3CCCCC3)nc3c([nH]c4ccccc43)c2=O)c1
    0%, 1%, /, /, 4%, -2%, /, -1%
25	Nn1c(Cc2cccc3ccccc23)nnc1SCC(=O)NC1CCS(=O)(=O)C1 (configuration not stated)
    -2%, 2%, 5%, -10%, 1%, -8%, 10%, -2%
26	O=C(N/N=C(\CC(=O)c1cccs1)C(F)(F)F)c1cccnc1
    4%, -4%, 8%[10 µM], -11%, 4%, ?, 4%, -17%
27	Cc1cc(C)c2c(n1)SCCN2C(=O)Nc1ccc(C(=O)Nc2ccc(C(C)C)cc2)cc1
    -1%, -2%, /, /, 4%, 0%, /, -1%
28	O=c1n(-c2ccccc2)c(=O)n2n1CCCC2
    -3%, 3%, 16%[0.074 µM], -10%, -10%, 0%, -3%, 3%
29	O=C(CSc1ccc(Cl)cc1)Nc1ccc(N2CCN(c3ccccc3)CC2)c(F)c1
    8%, 0%, -9%, -1%, 2%, ?, 0%, -9%
30	COc1ccc(C2Nc3ccccc3C(=O)N2C2CCCCC2)cc1 (configuration not stated)
    4%, 1%, /, 3%, 3%, -8%, 3%, -10%
31	CC1CCn2c(nc3cc(C(=O)NCCc4ccc(Cl)cc4)ccc32)C1 (configuration not stated)
    -6%, -3%, /, /, -1%, -18%, /, -7%
32	CCCNS(=O)(=O)c1ccc(OCC(=O)N2CCOCC2)cc1
    4%, -4%, 3%[10 µM], i, -6%, -5%, ?, 4%
33	CC1CCCN(c2nc3c(c(=O)[nH]c(=O)n3C)n2CCSc2nc3ccccc3o2)C1 (configuration not stated)
    -3%, -9%, -15%, -4%, -6%, -8%, /, -10%
34	COC(=O)c1cc(NC(=O)c2oc(=O)c3ccccc3c2-c2ccccc2)cc(C(=O)OC)c1
    -14%, 0%, /, /, 5%, 0%, /, -17%
35	COc1ccc(CCNC(=O)CCCCCn2c(SCC(N)=O)nc3cc4c(cc3c2=O)OCO4)cc1OC
    4%&2%, 0%&-1%, 24%, -5%, -1%&3%, -1%&-1%, -2%, 7%&0%
36	O=C(CC1C(=O)NCCN1CC1CCCCC1)NCc1ccccc1Cl (configuration not stated)
    -2%, 1%, 17%[10 µM], i, -8%, -12%, -4%, -5%
37	Cc1[nH]nc2c1C(c1ccc(O)cc1)C1=C(CC(C)(C)CC1=O)N2 (configuration not stated)
    -1%, -1%, 5%, i, 7%, -1%, /, -4%
38	COC(=O)c1cc(C(=O)OC)cc(S(=O)(=O)Nc2ccc(Cl)c(N)c2)c1
    -8%, 0%, -13%[10 µM], i, 4%, -3%, 4%, -25%
39	COc1ccc(S(=O)(=O)N2CCC(C(=O)N3CCCC3)CC2)cc1Cl
    -8%, -4%, 11%[10 µM], -3%, -16%, 3%, -3%, -2%
40	O=C(Cn1c(=S)[nH]c2ccccc2c1=O)N1CCN(c2ccccc2)CC1
    4%, -1%, 9%[10 µM], -3%, 2%, -8%, 7%, -4%
41	Cc1ccc(C2CC2c2n[nH]c(=S)n2-c2cccc(Cl)c2)cc1 (configuration not stated)
    -10%, -1%, 9%[10 µM], -1%, 2%, -6%, -6%, -20%
42	CCN(CC)S(=O)(=O)c1ccc(C(=O)N2CCN(CCN3C(=O)c4cccc5cccc(c45)C3=O)CC2)cc1
    ?, -2%, 16%[10 µM], 13%, 2%, 0%, -5%, -3%
43	CC(C)CC(NS(=O)(=O)c1ccc2[nH]c(=O)c(=O)[nH]c2c1)C(=O)O (configuration not stated)
    8%, 0%, -33%[inhibitor], i, 1%, -8%, 5%, -9%
44	Cc1ccc(S(=O)(=O)NC2CCCCC2)c2nsnc12
    1%, 2%, /, 5%, -4%, -3%, -4%, -7%
45	CSCCC(NC=C1C(=O)OC(C)(C)OC1=O)C(=O)O (configuration not stated)
    0%, -6%, -31%, -1%, -4%, -5%, ?, 0%
46	CN(/N=C/c1cccnc1)c1cnn(-c2ccc(F)c(Cl)c2)c(=O)c1Cl
    -7%, -1%, -6%, -11%, -1%, -9%, /, -17%
47	CCN(CC)C(=O)CCCOc1ccc(Cl)cc1Cl
    5%, 1%, -65%[inhibitor], i, -2%, -16%, 5%, -12%
48	CCNc1cc(N2CCN(C3CCCCC3)CC2)c2noc3c2c1C(=O)c1ccccc1-3
    0%, 0%, /, /, -2%, ?, /, -23%
49	Cc1sc2c(c1C)c(=O)n(CCc1ccccc1)c(=O)n2Cc1ccc(F)cc1
    -8%, -15%, /, /, 6%, -10%, /, -21%
50	COc1ccc(NC(C)=O)cc1NC(=O)CCn1c(=O)sc2ccccc21
    5%, -4%, ?, i, -6%, -3%, 4%, 2%

Remaining list, next part
Fields – Tau FP inhib, TR SRC2 fluor cs, HTT ATP protect, RECQ1 inh, TRb-SRC2 inh, Tau ThT inhib, L3MBTL1 block, Tau fluor cs
51	O=C(NCCc1ccccc1)c1cnn2c(C(F)F)cc(C3CC3)nc12
    7%, -7%, -21%[0.074 µM], -9%, -1%, -19%, 7%, -1%
52	C/C(CC(=O)NCc1ccco1)=N\NC(=O)CC#N
    8%, -2%, /, 18%, -1%, 1%, 4%, 13%
53	CNC(=S)SCCOc1ccc(C)cc1
    -13%, -6%, 12%[10 µM], -14%, -1%, -10%, 18%, -15%
54	O=C(CN1CCN(Cc2cccc(Cl)c2)C1=O)NCc1cccs1
    -11%, -1%, 1%, -6%, 0%, -6%, /, -9%
55	CCOCCCNC(=S)NCCc1ccccc1
    3%, -1%[53 µM], 6%[10 µM], -5%, 0%[53 µM], 6%, 3%, 11%

Two of the compounds above, field by field.
53	CNC(=S)SCCOc1ccc(C)cc1
  Tau FP inhib: -13%
  TR SRC2 fluor cs: -6%
  HTT ATP protect: 12%[10 µM]
  RECQ1 inh: -14%
  TRb-SRC2 inh: -1%
  Tau ThT inhib: -10%
  L3MBTL1 block: 18%
  Tau fluor cs: -15%

54	O=C(CN1CCN(Cc2cccc(Cl)c2)C1=O)NCc1cccs1
  Tau FP inhib: -11%
  TR SRC2 fluor cs: -1%
  HTT ATP protect: 1%
  RECQ1 inh: -6%
  TRb-SRC2 inh: 0%
  Tau ThT inhib: -6%
  L3MBTL1 block: /
  Tau fluor cs: -9%

Some of the compounds tested; count on the stated rates, not on these rows.
